Screening data from PubChem BioAssay.
PKM2 act = increases activity of human pyruvate kinase M2 | P14618 | Potency, µM (series often up to 57.5 µM), for the others: at the top dose activation, usual class: activators | purified PKM2, Kinase-Glo ATP luminescence, activation; response scale: 0% is enzyme alone, no compound | actives 0.34% (n = 260,000) | AID 1631; further: potency means the concentration at half of the fitted maximal effect; nearly all actives have a fitted effect of over 55% in size
Target sequence (P14618 whole entry, looked up): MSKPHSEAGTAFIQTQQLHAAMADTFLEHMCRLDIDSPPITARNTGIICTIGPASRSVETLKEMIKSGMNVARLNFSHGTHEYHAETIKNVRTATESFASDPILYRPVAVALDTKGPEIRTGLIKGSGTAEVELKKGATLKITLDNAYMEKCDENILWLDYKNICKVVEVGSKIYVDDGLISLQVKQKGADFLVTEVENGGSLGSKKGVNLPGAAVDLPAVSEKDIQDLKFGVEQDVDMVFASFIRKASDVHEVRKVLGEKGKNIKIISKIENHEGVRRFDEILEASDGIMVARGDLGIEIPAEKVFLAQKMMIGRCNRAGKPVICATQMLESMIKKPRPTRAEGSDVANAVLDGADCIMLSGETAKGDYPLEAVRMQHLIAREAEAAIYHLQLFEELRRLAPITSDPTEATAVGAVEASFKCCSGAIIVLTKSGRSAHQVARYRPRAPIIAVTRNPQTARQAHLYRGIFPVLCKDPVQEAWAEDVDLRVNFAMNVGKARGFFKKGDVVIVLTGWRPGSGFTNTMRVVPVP
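Purified hPK-M2 (>95%) run at intermediate activity with 0.1 mM ADP and 0.5 mM PEP in 50 mM imidazole pH 7.2, KCl, MgCl2; 1 h room temperature. ATP formed read by Kinase-Glo luminescence; normalized to uninhibited and no-enzyme controls.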
B2AR arrestin = agonists driving beta-arrestin recruitment to human beta2-adrenergic receptor. P07550. beta-arrestin recruitment to beta2AR, cell-based reporter. Potency, µM (series often up to 46.1 µM), without a hit: at the top dose activation, most hits filed as activators. actives 0.02% (n = 330,000);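 further: potency means the concentration at half of the fitted maximal effect; 0% = DMSO controls and full agonism = EC100 isoproterenol or metaproterenol; nearly all actives have a fitted effect of over 65% in size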
Giardia kill = kills Giardia lamblia; Giardia lamblia trophozoite viability; activity change, % at 7.66 µM, hits read low; actives 0.15% (n = 340,000); AID 540267; in the data active means activity change below about -80%; inconclusive means between about -30% and that limit;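 further: parasites exposed to compound for two days anaerobically before the ATP read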
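Luminescence from cellular ATP indicates surviving trophozoites (100 cells/well) following 48 hrs anaerobic compound treatment at 37 deg C; signal develops 15-30 min at room temperature.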
Eya2 phos inh = Eya2 (human) phosphatase inhibition. recombinant Eya2, OMFP fluorescence dephosphorylation (OMFP is methylfluorescein phosphate). O00167. actives 0.006% (n = 330,000). Potency, µM (top dose mostly 76.9 µM), for inactives: at the top dose activity, negative = inhibition, usual class: inhibitors; further: potency means the concentration at half of the fitted maximal effect
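Eya2 (0.2 uM) preincubated 10 min at ambient with compound, then OMFP substrate added at 50 uM; 10 min reaction in 50 mM HEPES pH 7.5, 50 mM NaCl, 5 uM MgCl2, 0.05% BSA, 1 mM DTT. Fluorescence read at Ex 485/Em 525 nm.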
FBPA coupling cs = inhibits coupling enzyme system, counter-screen for aldolase hits. coupling enzyme system counterscreen, AmpLite Red fluorescence. activity change, negative = inhibition, % at 58.2 µM, hits read low. actives 0.67% (n = 290,000); in the data active means activity change below about -30%
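Counterscreen lacking aldolase: glyceraldehyde-3-phosphate coupling-enzyme reagent preincubated 10 min at RT with compound (at 57.5 uM final), then substrate/coupling system with AmpLite Red added; fluorescence read at 525/598 nm after 20 min RT.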
Chronic BCR inh = inhibitors of chronic active B-cell receptor signaling. actives 0.05% (n = 340,000). ABC-DLBCL IkBa-CBG/CBR reporter, luminescence ratio, 4 h. Potency, µM (doses to about 46.1 µM), for the others: at the top dose ratio change, negative = lower green/red ratio, hits mostly inhibitors; active means well fitted inhibition curve with a large enough effect in the signal ratio, with a control signal flat, not every such curve was filed as active; inconclusive means small, poorly fitted or top-dose-only effect, or effect the other way, or a change in a side signal; the % refers to the signal ratio;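 further: potency means the concentration at half of the fitted maximal effect; plate controls were basal doxycycline-induced cells for no effect and cells given 10 µM MG132 for full effect; MG132 reads +100%, hits lower the ratio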
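Concentration-response series (up to 46 uM) were applied to TMD8 dual-reporter cells for 4 h at 37C with doxycycline. Green/red ratio, after filter-overlap correction, defined %Activity; red signal alone was normalised to basal cells and zero luminescence.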
hERG WT inh = KCNH2 (human, wildtype) channel inhibition; U2OS, BacMam KCNH2, thallium flux FluxOr; active compounds read low; Q12809; activity change, % at 1.84 µM; actives 0.37% (n = 340,000);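 active means maximum activity change below -70%; inconclusive means maximum activity change between -70% and -50%; inactive means maximum activity change above -50%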
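U2OS cells transduced with wild-type KCNH2 virus are loaded with FluxOr dye for 45 min, and thallium flux is measured in kinetic reads before and after stimulation buffer. Rate constants are normalized to DMSO controls.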
USP2a block = blocks human ubiquitin-specific protease USP2a; O75604; USP2 core, Ub-CHOP2 coupled fluorogenic reporter, 485/531; Potency, µM (top dose mostly 38.3 µM), for the others: at the top dose activity change, negative = inhibition, usual class: inhibitors; actives 0.01% (n = 330,000);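 further: potency means the concentration at half of the fitted maximal effect; plate controls were DMSO wells for no effect and full inhibition by NEM control for full effect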
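Deubiquitinase activity read as fluorescence (485/531 nm) after Ub-CHOP2 cleavage activates the enterokinase reporter on its substrate; USP2 core 10nM, Ub-CHOP2 and substrate 25nM each, 30min compound preincubation then 60min RT; data normalized to NEM, curves fitted.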
KCNH2 3.1 inh = blocks the human KCNH2 3.1 channel isoform | AID 720553 | activity change, % (tested at about 1.8 µM) | U2OS KCNH2 3.1, thallium flux FluxOr; active compounds read low | actives 0.95% (n = 340,000);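 active means maximum activity change below -70%; inconclusive means maximum activity change from -70% to -50%; inactive means maximum activity change above -50%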;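 further: thallium influx rate constant from kinetic fluorescence after stimulation buffer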
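Virally transduced U2OS (3.1 isoform, 4 h infection in dark at RT) → overnight 37 C → FluxOr + Red40 in HBSS/HEPES, 45 min → stimulation buffer, 2 min kinetic read → rate constant vs DMSO controls.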
GALK inh = blocks human galactokinase activity; Purified GALK, Kinase-Glo residual ATP luminescence; Potency, µM (titrated, usually from 57.5 µM), inactives show at the highest dose activity change, negative = inhibition, actives largely listed as inhibitors; actives 0.007% (n = 270,000); further: potency means the concentration at half of the fitted maximal effect
Target sequence (P51570 whole entry, looked up): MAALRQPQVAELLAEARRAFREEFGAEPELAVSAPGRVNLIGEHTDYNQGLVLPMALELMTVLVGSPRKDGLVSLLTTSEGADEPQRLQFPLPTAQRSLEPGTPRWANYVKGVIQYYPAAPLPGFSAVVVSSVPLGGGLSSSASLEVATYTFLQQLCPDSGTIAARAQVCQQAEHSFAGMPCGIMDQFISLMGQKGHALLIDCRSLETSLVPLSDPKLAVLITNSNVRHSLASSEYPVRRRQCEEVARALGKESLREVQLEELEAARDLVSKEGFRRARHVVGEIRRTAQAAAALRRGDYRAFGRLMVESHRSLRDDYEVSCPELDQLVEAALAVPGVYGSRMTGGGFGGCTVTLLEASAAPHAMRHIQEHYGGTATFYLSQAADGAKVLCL
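Compounds were pin-transferred into ATP buffer (35 uM final), then GALK plus galactose (5 nM, 100 uM final) was added. After 1 h at room temperature, Kinase-Glo Plus was added and luminescence read after 10 min.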
uPA surface inh = inhibitors of cell surface uPA generation; actives 0.31% (n = 330,000); cell surface uPA generation assay, qHTS; Potency, µM (highest dose often 38.3 µM), for inactives: at the top dose activity change, negative = inhibition, actives largely listed as inhibitors; active means well fitted inhibition curve with a large enough effect; inconclusive means small, poorly fitted or top-dose-only effect; inactive means no such curve, though single readings can be large or run the other way; tested in mouse RAW 264.7 cells; further: potency means the concentration at half of the fitted maximal effect; nearly all actives have a fitted effect of over 55% in size
* hit, by the source's call; ? = inconclusive; . = not tested or not shown; [ ] = another dose, or the depositor's remark. Unless noted, the call rests on the fitted dose curve; in most records, active means well fitted curve in the direction sought with a large enough effect; inconclusive means small, poorly fitted or top-dose-only effect, or another doubt; inactive means no such curve, though single readings can be large; an effect the other way counts as inactive or inconclusive. Unless noted, on the % scale 0 is the no-effect control and ±100 the full control effect.

SMILES | PKM2 act | B2AR arrestin | Giardia kill | Eya2 phos inh | FBPA coupling cs | Chronic BCR inh | hERG WT inh | USP2a block | KCNH2 3.1 inh | GALK inh | uPA surface inh
CCCn1c(=O)c2ccccc2n2c(SCC(=O)Nc3cc(C)on3)nnc12 | -4% | -0.2% | 3 | -20% | -1 | 23% | -4 | 1% | 1 | -1% | 0%
Cc1ccc(NC(=O)c2cc3ccccc3o2)cc1 | 2%[11.5 µM] | 0.1% | -18 | -4% | -12 | ? | -7 | -5% | 7 | 6% | ?
CSc1ccccc1NC(=O)COc1ccccc1Cl | -1% | 0.1% | -17 | -5% | 2 | 0% | -4 | -1% | 1 | 0% | 4%
Nc1ccc(C(=O)OCC(=O)Nc2ccc3c(c2)OCO3)cc1[N+](=O)[O-] | 5% | -1.7% | -3 | 3% | -4 | 1% | 49 | 2% | 3 | 0% | -1%
O=Cc1ccc(-c2ccc(C(=O)O)cc2)o1 | -4% | -0.5% | ? | 1% | 3 | ? | -7 | -1% | 1 | . | -1%
COc1cccc(CN(C)C(=O)c2ccccc2Sc2ccccc2C#N)c1OC | 4% | 0.2% | -7 | 8% | . | ? | 4 | -1% | 13 | 6% | 6%
O=C(O)Cn1c(-c2ccccc2)nc2ccccc21 | 4% | -1.5% | 6 | 8% | 1 | -5% | -10 | 0% | 0 | -4% | 1%
CCC(C)(C)NC(=O)CN(C(=O)CCC(=O)Nc1ccccn1)c1ccc(F)c(Cl)c1 | -3% | 0.1% | 5 | 3% | 1 | -15% | 12 | 4% | -8 | -2% | -3%
COc1ccc(NC(=O)CCNS(=O)(=O)c2cccc(C(C)=O)c2)cc1S(N)(=O)=O | . | -0.1% | -5 | -14% | -3 | ? | -17 | 1% | -5 | -1% | -10%
Fc1cccc(Oc2nc3ccccc3n3cccc23)c1 | 1% | 0.0% | 1 | -38% | -4 | ? | 2 | -1% | -4 | 1% | 4%
Cc1c(Cl)cccc1NC(=S)N1CCN(c2ncccn2)CC1 | -3% | -0.7% | -3 | 0% | 5 | -5% | . | -4% | 14 | 0% | 3%
Clc1ccc(N2CCCCCC2)nn1 | -5% | -0.4% | -6 | -4% | -1 | 4% | -7 | 1% | 4 | -2% | -3%
O=C(CCc1ccccc1)Nc1ncc2c(n1)CCCC2=O | -1% | -1.6% | -2 | 2% | 3 | -1% | -1 | 1% | -3 | 6% | 2%
O=C(Nc1ccc(N2CCN(C(=O)c3cccs3)CC2)cc1)c1ccccc1F | . | 0.1% | -17 | -17% | -3 | 1% | -2 | 0% | 7 | 5% | -4%
CCO/C=C1\C(=O)N(c2ccc(OCC)cc2)C(=O)c2ccccc21 | -6% | 0.3% | 0 | -6% | 0 | ? | -1 | 3% | -2 | -1% | -1%
CC(C)CNC(=O)c1c2c(nc3ccccc13)-c1ccccc1CC2 | -2% | -0.2% | 5 | ? | 2 | 4% | 5 | 1% | -10 | 0% | -2%
Cc1cc(C)cc(NC(=O)c2ccc(S(=O)(=O)N(C)CC3CCCO3)cc2)c1 (stereo not given) | -1% | 0.5% | 19 | 2% | . | 2% | 7 | 0% | . | -1% | -2%
O=C(Nc1ccc(N2CCOCC2)cc1)c1ccc([N+](=O)[O-])o1 | -18% | 0.0% | -85* | -1% | -5 | ? | 0 | 0% | -4 | -2% | -13%
CCCC(=O)Nc1nnc(-c2cccc(OCC)c2)s1 | -6% | -0.7% | -16 | -10% | 2 | 2% | 10 | 0% | 5 | 7% | -2%
O=C(Nc1cc(C(F)(F)F)ccc1Cl)c1cc(C2CC2)on1 | 1% | -1.0% | -1 | 4% | 0 | 3% | -12 | 4% | 0 | -3% | -6%
COC(=O)c1ccccc1C(=O)N1CCCC(C(=O)c2cc(F)ccc2F)C1 (stereo not given) | 6% | -0.1% | -10 | 14% | 3 | -1% | 3 | 2% | -15 | 5% | 1%
COc1ccc(C(=O)COC(=O)c2sc(C)nc2C)cc1Cl | . | -1.6% | -6 | -12% | . | -6% | -18 | 0% | -13 | . | -8%
Cc1ccc(C(=O)N2CCN(c3cccc(C)c3C)CC2)o1 | 4% | -0.1% | 9 | -3% | 4 | -7% | 2 | -2% | 9 | -1% | 0%
O=C(NCc1ccccc1F)c1cc(=O)[nH]c2ccccc12 | 1% | 0.4% | 8 | 3% | 1 | 6% | -6 | 3% | -14 | 6% | -1%
CN(C(=O)c1cccn(Cc2ccccc2)c1=O)c1ccccc1 | 5% | 0.1% | -27 | -3% | 1 | -2% | -6 | 5% | -2 | -1% | 0%
Cn1c(N)c(C(=O)COC(=O)COc2cc(Cl)c(Cl)cc2Cl)c(=O)n(C)c1=O | . | -0.8% | -7 | 0% | . | 4% | 6 | 1% | -17 | . | -4%
O=C(CSC1=NNC(c2ccccn2)S1)Nc1cccc(Cl)c1 (stereo not given) | 26% | -0.8% | -12 | -3% | 1 | -10% | -8 | -4% | -7 | -1% | 1%
c1ccc(C2=Nc3c(ccc4ccccc34)C(c3ccncc3)=NN2)cc1 | 4% | -0.1% | 14 | 2% | 2 | -1% | -11 | 3% | -1 | 0% | 0%
Cc1[nH]n(-c2ccccc2)c(=O)c1C=Nc1ccc(S(=O)(=O)N(C)C)cc1 | 0% | -0.6% | 8 | -7% | 0 | 5% | -7 | 1% | -22 | 0% | 2%
CN(C)S(=O)(=O)c1ccccc1C#N | 2% | 0.1% | -5 | 2% | 0 | 0% | -1 | 2% | 10 | -2% | -5%

Looked up by structure from the entries so far, 6 records:
SMILES | PKM2 act | B2AR arrestin | Giardia kill | Eya2 phos inh | FBPA coupling cs | Chronic BCR inh | hERG WT inh | USP2a block | KCNH2 3.1 inh | GALK inh | uPA surface inh
Cc1[nH]n(-c2ccccc2)c(=O)c1C=Nc1ccc(S(=O)(=O)N(C)C)cc1 | 0% | -0.6% | 8 | -7% | 0 | 5% | -7 | 1% | -22 | 0% | 2%
COc1ccc(C(=O)COC(=O)c2sc(C)nc2C)cc1Cl | . | -1.6% | -6 | -12% | . | -6% | -18 | 0% | -13 | . | -8%
COC(=O)c1ccccc1C(=O)N1CCCC(C(=O)c2cc(F)ccc2F)C1 (stereo not given) | 6% | -0.1% | -10 | 14% | 3 | -1% | 3 | 2% | -15 | 5% | 1%
Cc1ccc(C(=O)N2CCN(c3cccc(C)c3C)CC2)o1 | 4% | -0.1% | 9 | -3% | 4 | -7% | 2 | -2% | 9 | -1% | 0%
O=C(NCc1ccccc1F)c1cc(=O)[nH]c2ccccc12 | 1% | 0.4% | 8 | 3% | 1 | 6% | -6 | 3% | -14 | 6% | -1%
Cn1c(N)c(C(=O)COC(=O)COc2cc(Cl)c(Cl)cc2Cl)c(=O)n(C)c1=O | . | -0.8% | -7 | 0% | . | 4% | 6 | 1% | -17 | . | -4%

Later entries
SMILES | PKM2 act | B2AR arrestin | Giardia kill | Eya2 phos inh | FBPA coupling cs | Chronic BCR inh | hERG WT inh | USP2a block | KCNH2 3.1 inh | GALK inh | uPA surface inh
O=C(NCC1CCCO1)c1cccc(S(=O)(=O)NCc2ccccc2)c1 (stereo not given) | 3% | -0.1% | 3 | 20% | 0 | 5% | -4 | 6% | 0 | 1% | 2%
COc1ccc(-c2cc(C3CCN(CC(O)C(F)(F)F)CC3)[nH]n2)cc1 (stereo not given) | . | 0.2% | 0 | -4% | 0 | -5% | 4 | -1% | -1 | -2% | 16%
OCCC1CN(Cc2ccc3ncccc3c2)CCN1Cc1ccccc1 (stereo not given) | 1% | 0.4% | 5 | 4% | -1 | ? | 6 | -1% | -2 | -2% | -1%
CCN1CCN(C(=O)/C=C\C(=O)O)CC1 | -4% | 0.3% | -3 | 31% | 1 | -5% | 6 | 0% | 7 | 0% | 1%
Cc1nc2ccccc2c2oc(C(=O)N3CCC(N4CCCCC4)CC3)cc12 | 1% | 0.2% | -17 | 3% | 0 | 1% | 4 | 0% | 14 | -1% | -21%
CC(C)N1CCN(Cc2cnc(-c3ccccc3)s2)CC1CCO (stereo not given) | -1% | -0.5% | 7 | 10% | -1 | -1% | -1 | 1% | -3 | 0% | -3%
O=C(c1ccco1)N1CCN(S(=O)(=O)c2ccc(C3CCCCC3)cc2)CC1 | 4% | -0.2% | 6 | -39% | -1 | 2% | 7 | 4% | -32 | 1% | 2%
CCN(CC)c1ccc(NC(=O)Cn2c(C(C)NC(=O)c3ccc(C)cc3)nc3ccccc32)cc1 (stereo not given) | 1% | -0.6% | -10 | 5% | 1 | 5% | -5 | 1% | -7 | 1% | 4%
CCCN1CCC(NCc2cn(C)nc2-c2ccc(Oc3ccccc3)cc2)CC1 | 5% | 0.0% | 31[activator] | -5% | 4 | 1% | 27 | 1% | -12 | 0% | ?
CCOC(=O)c1[nH]c(C)c(C(=O)/C=C/c2ccc(C(=O)O)cc2)c1C | . | 0.1% | 6 | -4% | 4 | ? | 4 | 0% | -12 | 0% | -10%
